Yfh1-depleted yeast – enhancers of respiration in Yfh1-depleted yeast, dose response, Friedreich's ataxia, plus single-dose screen (AID 1465). 220,000 tested, 0.074% active. one-dose fold induction at 50 µM; EC50 in µM for titrated hits. S. cerevisiae Yfh1-off respiration, WST-1 reduction, 72 h; higher fold induction means a stronger effect;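 active = fold induction of absorbance versus untreated yeast above a set limit, then at least 30% activation at any dose in follow-up; inconclusive = repeats straddling the limit, or above it without dose testing; inactive = fold induction below the set limit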;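 also: activators that raise dye reduction in frataxin-depleted yeast; strong numbers were not always called active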
RSV CPE inhibition – inhibition of RSV-induced cytopathic effect – HEp-2 cells, primary 10 µM value included (AID 2391) | HEp-2 cells, RSV-induced CPE inhibition; higher % means a stronger effect | 310,000 tested, 0.13% active | CPE inhibition, % at 10 µM, or IC50 in µM where a hit was titrated; in the data active = a potency from the dose series; inconclusive = CPE inhibition mostly from about 23% at the one dose, without a potency; inactive = the rest, 99 in 100 with CPE inhibition below about 21%; also: strong numbers were not always called active
NS5 inhibitors – Dengue-2 NS5 methyltransferase inhibitors, primary screen, biochemical, confirmation dose response (AID 588689); 340,000 tested, 0.3% active; Dengue-2 NS5 methyltransferase capping enzyme assay, biochemical; higher % means a stronger effect; inhibition, % at 25 µM, or IC50 in µM where a hit was titrated; in the data active = a potency from the dose series; inconclusive = inhibition above about 29% without an active follow-up result
CSM14.1 death rescue – protection against thapsigargin-triggered cell killing – 384-well, CSM14.1, ATP luminescence, primary screen (AID 1222); cellular ATP content (survival), % at 20 µM; hits with a dose series show EC50 in µM; CSM14.1 thapsigargin-induced death rescue, ATP luminescence; higher % means a stronger effect; 190,000 tested, under 10 active;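 active = EC50 below 50 µM in the dose-response confirmation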;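 also: death triggered by thapsigargin at about 15 µM added after 2 h compound pretreatment; cell ATP read after overnight thapsigargin exposure of roughly 18 to 22 hours; normalized against plate controls of thapsigargin alone and 5% DMSO vehicle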
WT yeast gro inh – growth inhibition of WT yeast, mitochondrial fusion screen. AID 1362. inhibition, % at 10 µM. mitochondrial fusion phenotypic screen, WT strain. 190,000 tested, 2.1% active; in the data active = inhibition above about 58%; tested in S. cerevisiae
XIAP antagonists – XIAP antagonists, biochemical, IAP family, fluorescence polarization (AID 1018) | one-dose displacement, % at 20 µM; IC50 in µM for titrated hits | XIAP BIR domain, fluorescence polarization peptide displacement; higher % means a stronger effect | 200,000 tested, 0.007% active; in the data active = displacement above about 50%; also: a part of the inactive calls stands beside numbers as strong as those of hits
UTI89 phage lysis – protection from phage-mediated lysis, alamar blue read-out – E. coli UTI89, K1F phage, bacterial capsule biogenesis inhibitors (AID 488966). one-dose inhibition, % at 100 µM; IC50 in µM for titrated hits. E. coli UTI89 K1F phage lysis, alamar blue, 2 h; higher % means a stronger effect. 340,000 tested, 0.02% active;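 active = phage lysis inhibition, versus mean bacterial control, above a set limit; inconclusive = no clear call, values can overlap the other calls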;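 also: capsule biogenesis inhibitors block K1F phage lysis so surviving cells raise fluorescence; higher fluorescence means more inhibition of phage lysis; actives were called in the ten point dose series up to 300 µM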
West Nile antiviral – West Nile virus antiviral activity, cell-based, CPE readout (AID 1621) | one-dose CPE inhibition, % at 10 µM; IC50 in µM for titrated hits | West Nile virus-infected cells, CPE inhibition; higher % means a stronger effect | 290,000 tested, 0.02% active; in the data active = a potency from the dose series; inconclusive = CPE inhibition mostly from about 3.7% at the one dose, without a potency; inactive = the rest, 99 in 100 with CPE inhibition below about 2.2%; also: strong numbers were not always called active
Large T inhibition – SV40 large T antigen inhibitors, biochemical (AID 1903) | 310,000 tested, 0.39% active | one-dose inhibition, % at 20 µM; IC50 in µM for titrated hits | SV40 large T antigen ATPase/helicase inhibition assay; higher % means a stronger effect; in the data active = a potency from the dose series; inconclusive = inhibition mostly from about 32% at the one dose, without a potency; inactive = the rest, 99 in 100 with inhibition below about 32%; also: strong numbers were not always called active
WT yeast gro inh mutant strain – also measured in WT yeast gro inh; calls as there; inhibition, %; mitochondrial fusion phenotypic screen, mutant strain inhibition
NS5 inhibitors pilot replicate – second read-out of NS5 inhibitors, no call of its own (marks repeat the call); inhibition, %; measured here: pilot screen replicate inhibition
Active calls of the source: *; i = inactive; ? = inconclusive; nt = no result given; & = joins results of further samples; [ ] = dose if it differs, or a comment.

SMILES	Yfh1-depleted yeast	RSV CPE inhibition	NS5 inhibitors	CSM14.1 death rescue	WT yeast gro inh	WT yeast gro inh mutant strain	XIAP antagonists	UTI89 phage lysis	West Nile antiviral	Large T inhibition	others
O=C(N/N=C/c1c(O)ccc2ccccc12)c1cccnc1	nt	10.1%	-57.9%	nt	nt	nt	nt	0.1%	?	13.4%
[O-][n+]1onc2c1C(N1CCOCC1)CCC2N1CCOCC1 (stereo not drawn)	i	0.1%	3.4%	-2.8%	-53.6	-12.5	-0.5%	0.2%	?	9.4%
O=C(c1ccc(Br)cc1)N(Cc1ccco1)C1CCS(=O)(=O)C1 (stereo not drawn)	nt	-0.5%	-3.2%	nt	nt	nt	nt	-0.2%	-0.2%	11.1%
COc1cc(C(=O)N2CCN(C(=O)C3CC3)CC2)cc(OC)c1OC	i	0.0%	0.7%	8.5%	-5.0	-5.4	-4.7%	0.4%	-0.1%	4.5%
Cc1cccc(-c2noc(CCc3ccccc3)n2)c1	i	3.8%	-5.8%	-1.0%	0.0	1.6	-2.4%	6.8%	-0.2%	-3.2%
O=C(Nc1nc2ccccc2[nH]1)c1cccc(Br)c1	nt	0.2%	-4.1%	nt	nt	nt	nt	-0.1%	-0.2%	8.2%
COCc1cc(C)nc(SCc2ccc(F)cc2)c1C#N	nt	5.3%	4.1%	nt	nt	nt	nt	0.2%	0.5%	2.9%
COc1cc2nc(CN(C)Cc3ccc(Cl)cc3)[nH]c(=O)c2cc1OC	i	1.9%	nt	-0.6%	-3.7	8.3	-4.9%	-0.2%	-0.3%	22.4%
Cc1ccc(S(=O)(=O)NNC(=S)NC(C)(C)C)cc1	i	1.0%	nt	nt	nt	nt	nt	nt	0.7%	14.5%
CN1CCCC(OC(=O)c2cccc(Br)c2)C1 (stereo not drawn)	nt	-0.1%	1.3%	nt	nt	nt	nt	0.2%	-0.6%	5.6%	NS5 inhibitors pilot replicate=2.7
COc1ccc(NC(=O)c2ccc(CNc3c(NC4CCCCC4)c(=O)c3=O)cc2)c(OC)c1	i	1.0%	1.6%&-4.2%	2.5%	11.9	0.0	-2.7%	3.1%&-2.0%	-0.1%	1.5%
CC(=O)N1CCC(=NNc2nc3ccccc3[nH]2)CC1	i	-0.2%	nt	-3.1%	-2.1	15.9	-7.2%	nt	-0.9%	8.3%
COC(=O)/C(C#N)=C1/C=Cc2ccccc2N1C	i	20.8%	1.6%	15.6%	-3.9	4.9	-3.8%	-0.4%	0.2%	6.5%
O=C(NCCO)c1ccc(-c2nnc(N3CCOCC3)c3ccccc23)cc1	i	1.8%	-3.3%	-1.2%	2.5	2.9	-4.7%	0.2%	1.3%	2.8%
O=C(CCN=C1NS(=O)(=O)c2ccccc21)OCC(=O)c1ccccc1	nt	-1.1%	2.2%	nt	nt	nt	nt	2.0%[50 µM]	nt	7.9%
COc1ccc(Nc2nc3ccccc3n3nnnc23)cc1	i	-0.8%	-3.4%	1.3%	8.4	0.2	-6.8%	2.5%	-0.7%	17.3%
Cc1ccccc1N1CCN(CC(=O)Nc2nc(C)c(C(=O)N(C)C)s2)CC1	nt	0.8%	0.7%	nt	nt	nt	nt	0.1%	-0.4%	2.6%	NS5 inhibitors pilot replicate=5.2
O=C(COC(=O)c1ccc(OC(F)F)cc1)NCCNC(=O)COC(=O)c1ccc(OC(F)F)cc1	nt	1.9%	-1.6%	nt	nt	nt	nt	1.8%	-0.1%	5.8%
O=[N+]([O-])c1c(NCCO)cc(N2CCN(Cc3ccc4c(c3)OCO4)CC2)c2nonc12	i	12.9%	3.7%	-2.2%	5.3	1.8	-4.7%	1.2%	-1.0%	15.9%
CCc1c(C(=O)NC(C)C2CCCO2)csc1C (stereo not drawn)	nt	0.2%	4.5%	nt	nt	nt	nt	0.2%	0.1%	16.1%
COc1ccc(NC(=O)CSc2nnc(Cc3ccccc3)c(=O)n2N)cc1OC	nt	0.5%	7.2%	nt	nt	nt	nt	0.1%[50 µM]	nt	13.1%
O=C(Nc1ccc2c(c1)oc1ccc(S(=O)(=O)N3CCCC3)cc12)C1CC1	i	-1.7%	-3.1%	-3.3%	-9.8	-16.2	-8.9%	0.3%	-0.5%	-1.9%
CCOc1ccccc1NC(=O)c1cc(SC)ccc1Cl	i	13.7%	-1.6%	3.1%	25.4	0.4	-10.1%	0.3%	nt	1.0%
CC1=CCC2COC(c3ccc[n+](Cc4ccccc4)c3)C1C2 (stereo not drawn)	i	3.8%	-0.7%	2.5%	-0.3	-0.8	-4.2%	0.3%	1.1%	1.4%
CCC(C(=O)NCC1CCCO1)N(Cc1ccccc1)C(=O)CNS(=O)(=O)c1ccccc1 (stereo not drawn)	nt	1.4%	-5.5%	nt	nt	nt	nt	0.0%	-0.5%	2.6%
CCN1C(=O)/C(=C2\SC(=S)N(CC3CCCO3)C2=O)c2ccccc21 (stereo not drawn)	i	nt	nt	-1.2%	-15.2	1.9	-3.5%	nt	-0.1%	-4.6%
CC(=O)Cc1nsc(NC(=O)c2csc3c2CCCC3)n1	i	0.8%	0.8%	0.8%	-8.2	-5.6	-0.8%	0.3%	0.1%	22.3%
COc1cc(C(=S)N2CCCC2)cc(OC)c1O	i	0.1%	-2.0%	-1.5%	3.3	-0.7	-4.1%	-0.9%	0.6%	0.5%
COc1cc(CCC(=O)N2CCN(c3ccccc3Cl)CC2)cc(OC)c1OC	nt	1.4%	3.9%	nt	nt	nt	nt	2.7%[50 µM]	-0.1%	2.8%
CC(=O)OCC1(C)CN(c2ccccc2)NC1=O (stereo not drawn)	i	7.3%	nt	2.2%	-8.9	20.2	-9.5%	-0.7%	0.3%	?
CNC(=O)Oc1ccc2c(c1)[C@]1(C)CCN(C)[C@@H]1N2C	i	-0.1%&2.7%	-0.8%&-1.5%	-3.0%	-1.1	-26.9	-6.7%	3.0%&0.2%	1.1%&0.6%	9.3%&9.9%
CC(C)(C)n1nc(-c2ccc(Cl)cc2)c2c(N)ncnc21	i	8.8%	-7.5%	4.3%	2.5	12.3	-5.3%	0.4%	2.1%	6.7%
Cc1cc(CNC(=O)Cc2ccc(F)cc2)c2ccccc2n1	i	0.4%	-4.5%	-12.1%	4.6	11.8	-3.5%	0.2%	0.6%	-2.8%
Cc1cc(N2CCC(C)CC2)nc(-c2ccccc2O)n1	i	10.4%	-3.5%	nt	nt	nt	nt	-0.4%[50 µM]	-1.0%	5.0%
Cc1c(Cc2ccccc2)c(=O)oc2c(C)c(OC(C)C(=O)NCC3CCC(C(=O)O)CC3)ccc12 (stereo not drawn)	nt	2.5%	-1.4%	nt	nt	nt	nt	-6.5%	0.1%	nt
CC1CCCN(C(=O)CCNS(=O)(=O)c2ccc3c(c2)c(=O)n(C)c(=O)n3C)C1 (stereo not drawn)	nt	0.5%	3.7%	nt	nt	nt	nt	-0.3%	0.4%	-4.2%
COC(=O)c1ccc(Oc2nc(Nc3ccccc3)nc(N(C)C)n2)cc1	i	1.6%	-1.4%	4.8%	24.3	21.1	-2.8%	0.2%	0.5%	7.2%	NS5 inhibitors pilot replicate=-2.4
CCOC(=O)N1CCN(C(=O)COc2ccc3c(c2)C(=O)CC2(CCN(C(C)=O)CC2)O3)CC1	i	-1.7%	-5.6%	-2.2%	0.4	5.8	-3.0%	-1.6%	-0.6%	-18.1%
Oc1ccccc1C=NC1=NN(c2cccc(C(F)(F)F)c2)CC1	i	-1.2%	-4.8%	-1.1%	21.2	9.5	-8.2%	0.4%	-0.2%	37.1%
C=CCCN(C1CCCC1)S(=O)(=O)c1ccccc1Br	i	23.1%	3.1%	nt	nt	nt	nt	-0.6%	-0.9%	10.4%
CC1CCC(NC(=O)CCNC(=O)c2ccc(Br)cc2)CC1 (stereo not drawn)	nt	0.2%	-2.2%	nt	nt	nt	nt	-0.2%[50 µM]	nt	10.4%
CC(=O)Nc1nnc(S(N)(=O)=O)s1	i	-0.1%	-3.7%	-1.5%	-1.4	0.5	4.4%	0.1%	-0.2%	3.5%
Cc1ccc(CNC(=O)Nc2ccccc2)cc1	i	1.8%	-2.4%	-3.8%	-8.8	-25.2	-4.6%	0.4%	0.0%	7.8%
COc1cccc(-c2cc(=O)c3cc(NC(C)=O)ccc3[nH]2)c1	i	4.2%	-1.4%	-5.8%	-15.9	-8.9	-8.9%	0.3%	-0.1%	21.1%
O=c1c2ccccc2c2ccccc2c(=O)n1Cc1cccnc1	i	1.4%	-0.7%	nt	-6.4	2.7	-2.1%	0.2%	-0.4%	7.0%
O=C(NC(c1ccccc1)c1ccccc1)c1ccc(S(=O)(=O)C(F)F)cc1	i	1.3%	-3.4%	0.5%	2.6	1.3	-7.3%	0.8%	-0.1%	8.7%
CCOC(=O)CN1C(=O)C(O)(CC(=O)c2cccc(OC)c2)c2ccccc21 (stereo not drawn)	i	0.3%	-2.7%	-2.8%	10.8	-16.0	-1.9%	0.8%	0.2%	6.6%	NS5 inhibitors pilot replicate=-2.4
Cc1cccc(C)c1NC(=O)Nc1ccccc1-n1ccnc1	i	1.4%	-7.1%	-2.2%	0.2	6.6	-6.2%	0.0%	0.1%	8.0%
CCCCn1nnnc1SCC(=O)Nc1ccc(F)cc1	i	0.9%	3.2%	-2.9%	0.0	-7.5	-3.3%	2.0%	0.1%	-1.1%
O=C(CCCN1C(=O)c2ccccc2C1=O)Nc1nncs1	i	1.4%	2.2%	-0.3%	5.9	6.2	1.4%	1.5%	0.2%	5.7%
CN(C)S(=O)(=O)N1CCC(Oc2ccc(C(=O)NC3Cc4ccccc4C3)cc2)CC1	nt	18.9%	-10.9%	nt	nt	nt	nt	-0.3%	-0.6%	10.1%
Cc1ccc(OCC(=O)N2CCc3ccccc32)c([N+](=O)[O-])n1	i	1.3%	-1.5%	2.1%	-14.1	28.3	-3.9%	0.1%	-0.4%	7.2%
O=C(CCCN1CCC(c2ccccc2)C1)c1ccc2c(c1)OCCO2 (stereo not drawn)	i	-0.9%	-3.5%	-3.9%	14.3	32.8	-2.0%	0.0%	-0.7%	5.2%
O=C(Nc1cccn(Cc2c(F)cccc2Cl)c1=O)NC1CCCCC1	i	-3.8%	0.0%	0.4%	17.8	13.2	-2.1%	0.2%	-2.4%	1.7%
CC(C)Cn1c(=O)c2ccccc2n2c(CCC(=O)O)nnc12	nt	-0.4%	0.7%	nt	nt	nt	nt	0.3%	0.4%	5.4%
Cc1c2cnn(CC(=O)NC3CCCC3)c(=O)c2c(C)n1Cc1ccccc1	nt	7.1%	-3.9%	nt	nt	nt	nt	0.1%	0.3%	25.0%

Bioassay records: PubChem, several laboratories
